From PubChem
GCN5L2 inh: blocks human GCN5L2 histone acetyltransferase | GCN5L2 HAT assay, ThioGlo1 CoA-SH fluorescence | Potency, µM (top dose mostly 58.9 µM), for inactives: at the highest dose activity change, negative = inhibition, actives largely listed as inhibitors | 390,000 compounds, 0.21% hits | AID 504327
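GCN5L2 (20nM final) in 50mM HEPES, 0.1mM EDTA pH 7.5, 0.01% Tween-20 was preincubated 15 min at room temperature with compound, then given ThioGlo1 (50uM), H3(1-25) peptide (75uM) and acetyl-CoA (70uM); CoA-thiol fluorescence (Ex340/Em540) was read at 0 and 20 min.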
FEN1 inh: human FEN1 inhibition. Recombinant FEN1 flap cleavage, fluorescence, 15 min. 390,000 compounds, 0.35% hits. AID 588795. P39748. Potency, µM (titrated, usually from 114 µM), without a hit: at the top dose activity change, negative = inhibition, hits mostly inhibitors; further: nearly all actives have a fitted effect of over 65% in size
Target sequence (P39748 whole entry, looked up): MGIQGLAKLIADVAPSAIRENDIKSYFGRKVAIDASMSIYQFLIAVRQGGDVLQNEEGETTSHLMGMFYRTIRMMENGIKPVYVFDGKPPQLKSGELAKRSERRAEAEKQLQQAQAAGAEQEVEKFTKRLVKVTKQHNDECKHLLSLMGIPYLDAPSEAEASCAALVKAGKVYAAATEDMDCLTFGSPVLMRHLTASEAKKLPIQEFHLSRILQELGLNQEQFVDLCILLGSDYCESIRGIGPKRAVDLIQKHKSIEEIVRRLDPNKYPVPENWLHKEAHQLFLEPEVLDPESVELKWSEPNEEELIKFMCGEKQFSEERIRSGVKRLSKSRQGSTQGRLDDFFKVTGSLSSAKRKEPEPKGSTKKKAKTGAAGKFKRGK
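Potency values derive from four-parameter Hill fits of normalized qHTS data. The reaction used 10 nM FEN1 preincubated 15 min at room temperature with compound, then 50 nM DNA substrate, read at 0 and 15 min.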
N370S GC mod: inhibitors or activators of N370S glucocerebrosidase for Gaucher disease. Potency, µM (top dose mostly 59.4 µM), inactives show at the top dose activity change, negative = inhibition, most hits filed as inhibitors. 330,000 compounds, 0.092% hits. P04062. N370S GC spleen homogenate, 4MU-glucoside fluorescence;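 further: 0% = full enzyme activity and -100% = no enzyme basal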
The depositor's hits bear a star; ? = inconclusive; nt = not tested or not shown; & = joins results of further samples; [ ] = another dose, or the depositor's remark. The call rests on the fitted dose curve; in most records, active means well fitted curve in the direction sought with a large enough effect; inconclusive means small, poorly fitted or top-dose-only effect, or another doubt; inactive means no such curve, though single readings can be large; an effect the other way counts as inactive or inconclusive. Unless noted, on the % scale 0 is the no-effect control and ±100 the full control effect; potency means the concentration at half of the fitted maximal effect.

SMILES | GCN5L2 inh | FEN1 inh | N370S GC mod
Cc1ccccc1NC(=O)Cn1cc(S(=O)(=O)c2ccccc2)c(=O)c2ccccc21 | -5% | -7% | nt
COc1ccc(CCNC(=O)CCc2c(C)c3cc4c(C)c(C)oc4cc3oc2=O)cc1 | -4% | -13% | nt
Cc1ccc(CNC(=O)CSc2ccc(-c3cccs3)nn2)cc1 | -3% | -1% | 9%
COc1ccc(CCN2C(=NC(=O)C(C)C)SC3CS(=O)(=O)CC32)cc1OC (stereo not drawn) | -3% | -1% | -11%
N=C(c1cccc([N+](=O)[O-])c1)N1CCCCCC1 | 16% | 18% | 3%
COc1ccc(C(C(=O)NC(C)(C)C)N(C(=O)CNC(=O)c2cccs2)c2ccc(NC(C)=O)cc2)cc1OC (stereo not drawn) | 6% | 4% | 3%
CCO[C@@H]1OC(C(=O)NC2CC2)=C[C@H](c2csc3ccccc23)[C@H]1CCCO | 4% | 20% | 2%
O=C(NCCCn1ccnc1)c1ccccc1Cl | -7% | -1% | 0%
O=C(Cc1cccs1)NNC(=S)NC(=O)c1ccco1 | -13% | 5% | -16%
CC(OC(=O)c1ccc(S(=O)(=O)NCc2ccco2)cc1)C(=O)Nc1ncc(Cl)cc1Cl (stereo not drawn) | -2% | 1% | -4%

Quoted from the listing for reference:
SMILES | GCN5L2 inh | FEN1 inh | N370S GC mod
N=C(c1cccc([N+](=O)[O-])c1)N1CCCCCC1 | 16% | 18% | 3%
COc1ccc(C(C(=O)NC(C)(C)C)N(C(=O)CNC(=O)c2cccs2)c2ccc(NC(C)=O)cc2)cc1OC (stereo not drawn) | 6% | 4% | 3%

The list goes on:
SMILES | GCN5L2 inh | FEN1 inh | N370S GC mod
COc1ccccc1-c1nnc2sc(COc3ccc(F)cc3)nn12 | -1% | 0% | 6%
COc1ccccc1N/C=C/C(=C(C#N)C#N)N(C)C | -13% | 5% | 0%
O=C(NC1c2ccccc2-c2ccccc21)c1ccco1 | -1% | -2% | 11%
Cc1ccc(S(=O)(=O)CCC(=O)N(Cc2nnc(-c3ccc(Cl)cc3)o2)C2CC2)cc1 | -4% | -12% | nt
NC(=O)c1oc2ccccc2c1NC(=O)c1ccco1 | -3% | -9% | 3%
Cc1c(Cl)cccc1NC(=O)NNC(=O)CCc1ccccc1 | -1% | -3% | -8%
Cn1c(=O)[nH]c(=O)c2c1nc(CN1CCN(Cc3ccccc3)CC1)n2CC(N)=O | -5% | -2% | -1%
COc1ccc(C(=O)CC(=O)C(=O)Nc2ccc([N+](=O)[O-])cc2C)cc1 | -8% | -7% | -2%
COc1ccc(-c2c(C#N)c(N)nc(Sc3ccc(Cl)cc3)c2C#N)cc1 | -5% | 5% | 1%
COc1cccc(NC(=O)C(=O)NCCC2CCCCN2S(=O)(=O)c2cccs2)c1 (stereo not drawn) | -4% | 3% | 2%
COc1ccccc1NC(=O)CCNS(=O)(=O)c1ccc2c(c1)CCN2C(C)=O | 8% | 20% | -1%
O=C(NNC(=S)NC(=O)c1ccccc1[N+](=O)[O-])c1ccccc1 | -3% | -5% | 10%
C=CCNc1nc(Nc2ccc(-c3nc4ccccc4o3)cc2)nc(N2CCOCC2)n1 | -3% | -13% | 8%
CCCCn1cc(S(=O)(=O)c2ccc(C)c(C)c2)c(=O)c2cc(F)c(N(CC)CC)cc21 | -5% | -7% | nt
Cc1ccc2c(Cl)c(C(=O)Nc3nn[nH]n3)sc2c1 | -7% | 0% | 1%
O=C(COc1ccccc1)OCc1cc(=O)n2nc(-c3cccs3)sc2n1 | -7% | -14% | nt
COc1cccc(C2=CC(c3ccc(OC)c(OC)c3OC)n3nnnc3N2)c1 (stereo not drawn) | -12% | -10% | -1%
c1nc(N2CCCC2)c2[nH]cnc2n1 | -12% | -18% | -11%
N#Cc1cccc(NC(=O)N2CCCC3(CCN(S(=O)(=O)c4ccccc4)CC3)C2)c1 | -13% | nt | -5%
COc1ccc(CNC(C)(C)C)cc1Cl | 1% | -3% | 5%
COCCNC(=O)c1ccc(NC(=O)N2CCCCc3ccccc32)cc1 | -3% | -2% | nt
COc1ccc(/C=N/NC(=S)Nc2ccccc2)cc1COc1ccc(Br)cc1 | -11% | 10% | 1%
O=C(NC1CC(=O)N(c2ccc3c(c2)OCCO3)C1)N1CCC(O)CC1 (stereo not drawn) | -4% | 5% | -3%
CCc1ccc(OC(C)C(=O)Nc2ccc(S(=O)(=O)Nc3nccs3)cc2)cc1 (stereo not drawn) | -1% | 15% | 0%
COC(=O)c1ccccc1S(=O)(=O)N1CCCC(c2nc3c(nnn3Cc3ccc(C)cc3)c(=O)[nH]2)C1 (stereo not drawn) | -2% | -13% | -7%
N=c1c2c3c(sc2ncn1N)CCCC3 | ? | 6% | -7%
Cc1ccc(-n2nc(C(=O)N3CCN(c4cccc(C(F)(F)F)c4)CC3)c(=O)n(C)c2=O)cc1 | 3% | 8% | nt
CNC(=O)c1c[nH]n2c(=O)c(Cc3ccccc3F)c(C)nc12 | -4% | 15% | -8%
CC[C@H](C)[C@H](NC(=O)CNC(=O)[C@H](C)NC(=O)[C@H](C)N)C(=O)NCC(=O)N[C@H](C(=O)N[C@@H](CC(C)C)C(=O)N[C@H](C(=O)N[C@H](C(=O)O)C(C)C)[C@@H](C)O)[C@@H](C)CC | -15% | nt | 0%
Cc1ccc(N2C(=O)[C@@H]3[C@H](C2=O)C2c4ccccc4C=NN2[C@@H]3C(=O)c2ccc(Cl)cc2)cc1 (stereo partly drawn) | 2% | 5% | -9%
CCN(Cc1ccccc1)C(=O)c1nn(-c2ccc(OC)cc2)c(=O)c2c1c1ccccc1n2C | -13%&-12% | 4%&2% | 14%
CSC(=O)NC(=O)NC(=O)c1ccc([N+](=O)[O-])cc1 | -11% | -4% | -1%
CCOc1ccc(C(c2c(O)cc(C)n(Cc3ccco3)c2=O)N2CCCCC2)cc1 (stereo not drawn) | -9% | -18% | nt
COc1ccc(OC)c(NC(=O)C23CCC(C)(C(=O)O2)C3(C)C)c1 (stereo not drawn) | -25% | -1% | 11%
CCS(=O)(=O)c1ccc2c(c1)N(S(C)(=O)=O)CC(C(=O)NCCOC)O2 (stereo not drawn) | 16% | -4% | 6%
CCOc1ccccc1CNC(=O)c1cc2oc3ccccc3c2n1C | -6% | -15% | 11%
COc1ccccc1NC(=O)c1sc2nc(C)c(C(=O)Nc3ccc(C)cc3C)c(-c3ccc(Br)cc3)c2c1N | -16% | 13% | nt
CCOCCc1nnc(NC(=O)c2cccs2)s1 | -7% | -5% | -10%
COc1ccc(NC(=O)CCC(=O)c2cc(C)sc2C)cc1 | ? | -1% | 0%
CC(=O)NNC(=O)CCn1nnc2ccccc21 | -3% | 3% | 8%
COc1ccccc1CNS(=O)(=O)N(C)C | 4% | -1% | 5%
Cc1cc(N)n2nc(-c3ccccc3)cc2n1 | -2% | -2% | 2%
O=C(NCC1CCCO1)C(c1ccc(F)cc1)N(Cc1ccc2c(c1)OCO2)C(=O)c1ccc(CN2CCOCC2)o1 (stereo not drawn) | 0% | -11% | -25%
COc1ccc(Oc2c(O)c3ccccc3n(C)c2=O)cc1 | -9% | ? | -21%
Cc1nn(C(C)C(=O)NCCCN2CCCCCC2)c(=O)c2c1sc1ccccc12 (stereo not drawn) | -4% | ? | -3%
Cc1oc(-c2ccc(Cl)cc2)nc1CS(=O)CC(=O)NC1CCCCCC1 (stereo not drawn) | -1% | 15% | 3%
CCC(=O)N/N=C(\C)CC(=O)Nc1cccc([N+](=O)[O-])c1 | 0% | -3% | -17%
CCn1c2ccccc2c2cc(NC(=O)C(=O)N3CCOCC3)ccc21 | 1% | -12% | -4%
COc1cc(N)c(Cl)cc1C(=O)OC(C)C(=O)Nc1cccc(S(=O)(=O)N2CCOCC2)c1 (stereo not drawn) | -2% | -4% | -7%
CCOC(=O)c1cc2c(C)n(-c3ccc(OCC)cc3)c(C)c2cc(C(=O)OCC)c1=O | 38%[activator] | -6% | 0%
(cont.)
SMILES | GCN5L2 inh | FEN1 inh | N370S GC mod
COc1ccccc1NC(=O)NCC(=O)Nc1c(C)cccc1C | -4% | 2% | -7%
O=C(NC(NC(=S)Nc1c(Cl)cc(Cl)cc1Cl)C(Cl)(Cl)Cl)OCc1ccccc1 (stereo not drawn) | -1% | -13% | 5%
CCCC1C(C#N)=C(N)Oc2cc(C)n(C)c(=O)c21 (stereo not drawn) | -4% | -1% | 17%
O=C(Nc1cc(-c2cccc(Cl)c2)nn1-c1ccccc1)c1ccccc1F | -21% | -15% | nt
CCOc1ccccc1/C=N/NC(=O)c1nnn(-c2nonc2N)c1CN1CCC(C)CC1 | -1% | 16% | 7%
CC1(C)CC(=O)CC(C)(C)N1OC(=O)c1ccco1 | 0% | 7% | 3%
CCN(Cc1nc2cc(Cl)ccc2c(=O)[nH]1)C(=O)c1cccc(OCc2c(C)noc2C)c1 | -6% | 4% | nt
Cc1nn(C(=O)CCC(=O)NCCc2ccccc2)c2ccccc12 | -7% | -2% | -1%
O=C(Cn1c(=O)n(Cc2ccc(C(=O)NCc3ccc4c(c3)OCO4)cc2)c(=O)c2ccccc21)Nc1ccc(F)cc1F | -9% | -31% | nt
CCOC(=O)n1c(=O)n(Cc2cccc(F)c2)c2ccccc21 | -15% | 0% | 0%
CN(C)CCCNc1ccc(S(N)(=O)=O)cc1[N+](=O)[O-] | -7% | 11% | -13%
COc1ccc(-n2ccnc2SCC(=O)Nc2cc(C)on2)cc1 | -6% | -9% | 1%
CC(C)(CN1CCc2ccccc2C1)NS(=O)(=O)c1ccc(Cl)cc1 | -7% | -22% | -5%
Cc1c(NC(=O)C(C)Sc2nccn2C)c(=O)n(-c2ccccc2)n1C (stereo not drawn) | 1% | -2% | nt
O=C(CNC(=O)c1ccco1)NNC(=O)c1n[nH]c(=O)c2ccccc12 | 1% | -3% | nt
COc1ccc(C(NCC(=O)Nc2c(C)cccc2C)c2ccccc2)cc1 (stereo not drawn) | -5% | 10% | -3%
COc1ccccc1OCC(=O)Nc1ccccc1C(=O)NC1CC1 | -4% | -1% | -2%
O=C(CSc1ncn[nH]1)NC1CCCc2ccccc21 (stereo not drawn) | -3% | -8% | 0%
COc1ccccc1CNS(=O)(=O)c1ccc(NC(C)=O)cc1 | -3% | 14% | 3%
COc1ccc(-c2nn(C)c3sc(C(=O)N4CCOCC4)cc23)cc1OC | -9% | -19% | -4%

5 entries picked at random from the list so far, as already listed:
SMILES | GCN5L2 inh | FEN1 inh | N370S GC mod
COc1ccc(-n2ccnc2SCC(=O)Nc2cc(C)on2)cc1 | -6% | -9% | 1%
O=C(CNC(=O)c1ccco1)NNC(=O)c1n[nH]c(=O)c2ccccc12 | 1% | -3% | nt
CC(C)(CN1CCc2ccccc2C1)NS(=O)(=O)c1ccc(Cl)cc1 | -7% | -22% | -5%
COc1ccc(-c2nn(C)c3sc(C(=O)N4CCOCC4)cc23)cc1OC | -9% | -19% | -4%
Cc1c(NC(=O)C(C)Sc2nccn2C)c(=O)n(-c2ccccc2)n1C (stereo not drawn) | 1% | -2% | nt

Ordered by heavy-atom count (largest number first): part of the list above.
SMILES | GCN5L2 inh | FEN1 inh | N370S GC mod
CC(C)(CN1CCc2ccccc2C1)NS(=O)(=O)c1ccc(Cl)cc1 | -7% | -22% | -5%
COc1ccc(-n2ccnc2SCC(=O)Nc2cc(C)on2)cc1 | -6% | -9% | 1%
O=C(CSc1ncn[nH]1)NC1CCCc2ccccc21 (stereo not drawn) | -3% | -8% | 0%

Other entries follow:
SMILES | GCN5L2 inh | FEN1 inh | N370S GC mod
Cc1cc(NS(=O)(=O)c2ccc(NC(=S)NC(=O)c3ccccc3)cc2)no1 | -20% | -1% | -1%
CC(C)C(C)NC(=O)COC(=O)c1cccc(C(=O)OCC(=O)NC(C)C(C)C)n1 (stereo not drawn) | -5% | -4% | -4%
COc1ccc(-c2nc(CS(=O)CC(=O)NC3CCCCC3)c(C)o2)cc1OC (stereo not drawn) | -7% | -4% | 19%
COC(=O)[C@@H](NC(=O)N1CCN(C(=O)C2COc3ccccc3O2)CC1)C(C)C (stereo partly drawn) | 2% | -7% | -9%

Compound profiles, as listed above.
`Cc1cc(NS(=O)(=O)c2ccc(NC(=S)NC(=O)c3ccccc3)cc2)no1` across the screens: GCN5L2 inh = -20%; FEN1 inh = -1%; N370S GC mod = -1%
`CC(C)C(C)NC(=O)COC(=O)c1cccc(C(=O)OCC(=O)NC(C)C(C)C)n1` (stereo not drawn) across the screens: GCN5L2 inh = -5%; FEN1 inh = -4%; N370S GC mod = -4%
